Assay outcomes (PubChem BioAssay)
VEEV TC-83 Vero = inhibitors of VEEV TC-83 cytopathic effect, confirmation, Vero cells (AID 588727); Vero cells, VEEV TC-83 cytopathic effect inhibition; higher % means a stronger effect; one-dose inhibition, % at 20 µM; IC50 in µM for titrated hits; 350,000 tested, 0.13% active; in the data active means a potency from the dose series; inconclusive means inhibition mostly from about 14% at the one dose, without a potency; inactive means the rest, 99 in 100 with inhibition below about 12%; further: strong numbers were not always called active
H1N1 NS1A inhibition = H1N1 influenza NS1A inhibitors, functional cell based assay (AID 504329) | NS1A functional cell-based assay, percent inhibition; higher % means a stronger effect | inhibition, % at 12.5 µM; hits with a dose series show IC50 in µM | 340,000 tested, 0.3% active; in the data active means a potency from the dose series; inconclusive means inhibition above about 27% without an active follow-up result; further: strong numbers were not always called active
M. tuberculosis HTS = M. tuberculosis growth inhibition, HTS (AID 449762) | M. tuberculosis H37Rv growth inhibition, 7H9 media; higher % means a stronger effect | one-dose inhibition, % at 25 µM; IC50 in µM for titrated hits | 330,000 tested, 0.59% active; in the data active means a potency from the dose series; inconclusive means inhibition above about 70% without an active follow-up result;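 further: bacterial growth assessed after seven days of incubation; strong numbers were not always called active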
PhoP GFP inhibition = PhoP regulon inhibitors, Salmonella typhi PhoP promoter GFP reporter, confirmatory (AID 1850). Salmonella Typhi PhoP-promoter GFP reporter, fluorescence, 4 h; higher % means a stronger effect. inhibition, % at 50 µM; hits with a dose series show IC50 in µM. 310,000 tested, 0.33% active; in the data active means a potency from the dose series; inconclusive means inhibition mostly from about 25% at the one dose, without a potency; inactive means the rest, 99 in 100 with inhibition below about 19%;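 further: 0% = induced wells with vehicle and 100% = uninduced wells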
tuberculosis growth = growth inhibition of non-replicating M. tuberculosis (AID 488890); inhibition, % at 25 µM, or IC50 in µM where a hit was titrated; Mycobacterium tuberculosis non-replicating, growth inhibition; higher % means a stronger effect; 320,000 tested, 0.39% active; in the data active means a potency from the dose series; inconclusive means inhibition mostly from about 82% at the one dose, without a potency; inactive means the rest, 99 in 100 with inhibition below about 76%;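 further: plate controls were DMSO cells for no effect and high antibiotic wells for full effect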
VEEV TC-83 Vero 10K pilot screen = further read-out of VEEV TC-83 Vero, marked with its call; inhibition, %; measured here: 10K pilot screen inhibition
* marks the source's active call; other numbers are inactive results; i = inactive; ? = inconclusive; nt = no result given. Rows were taken by chance. Share with any hit: about 1.4%.

SMILES	VEEV TC-83 Vero	H1N1 NS1A inhibition	M. tuberculosis HTS	PhoP GFP inhibition	tuberculosis growth	others
O=C(c1sc2cc([N+](=O)[O-])ccc2c1Cl)N1CCCCC1	i	0%	4%	-28%	16%
COc1cc(/C=C/C(=O)OC(C)C(=O)NC2CCCCC2C)cc(Cl)c1OC (configuration not stated)	9.2%	-8%	6%	10%	-1%
C=CCn1c(C)nc2ccccc2c1=O	2.7%	8%	4%	3%	-7%
C(=N\Nc1nc(N2CCOCC2)nc(N2CCOCC2)n1)/c1ccncc1	0.5%	1%	-8%	4%	-10%
CCc1nc2ccc(C(=O)N3CCN(c4ccc([N+](=O)[O-])cc4)CC3)cc2nc1CC	1.2%	1%	?	8%	78%
O=C1CCC(C(=O)Nc2cccc(Br)c2)N1 (configuration not stated)	2.6%	-20%	9%	-2%	-14%
COC(=O)C1=C(C)N=c2s/c(=C/c3cccs3)c(=O)n2C1c1cccs1 (configuration not stated)	6.6%	-2%	2%	-3%	-16%
COc1cc(C)c(/C=C(\C#N)C(=O)Nc2ccc(C)cc2)cc1C(C)C	0.5%	-8%	-5%	11%	-8%
COc1ccc(NC(=O)C/C(C)=N/NC(=O)c2ccncc2)c([N+](=O)[O-])c1	0.8%	3%	?	3%	?
CCOC(=O)C1=CC[C@@H](c2cccc(C)c2)N(S(=O)(=O)c2ccc(C)cc2)[C@H]1C(=O)OCC	0.1%	-5%	5%	nt	24%
Cc1ccc(NC(=O)CN(C)S(=O)(=O)c2cccs2)cc1F	0.6%	-5%	-2%	17%	-2%
Cc1ccc(S(=O)(=O)N(C)C)cc1NC(=O)CN1CCN(Cc2ccccc2)CC1	0.1%	-5%	-2%	-3%	-3%
O=C(NCCc1ccccn1)/C(=C/c1ccco1)NC(=O)c1ccccc1	0.7%	-5%	-15%	-2%	-14%
C/C(CC(=O)Nc1ccccn1)=N\NC(=O)c1ccncc1	nt	nt	?	-9%	67%
Cc1ccc(S(=O)(=O)N(C)c2ccc(OCc3cccc(C)c3)cc2)cc1	3.4%	-2%	2%	-9%	35%
O=S(=O)(NC1CCCCC1)OCC(Cl)(Cl)Cl	0.7%	-3%	29%	-18%	27%	VEEV TC-83 Vero 10K pilot screen=1.3
CN1CCC(=C(c2ccc(Cl)cc2)c2ccccn2)CC1	0.1%	0%	-5%	1%	7%
CC(C)Cn1c(SCC(=O)N2CCc3ccccc3C2)nc2cc(Cl)ccc2c1=O	7.3%	-2%	-4%	2%	0%
COc1cc(C2=NOC(C(=O)Nc3ccc(C(C)=O)cc3)C2)cc(OC)c1OC (configuration not stated)	i	-11%	1%	-14%	0%
Nc1nc(N)c2sc3nc4c(cc3c2n1)CCC4	3.7%	1%	1%	4%	-7%
CCOCCCn1c(=S)[nH]c2cc(C(=O)NC3CCCC(C)C3C)ccc2c1=O (configuration not stated)	0.2%	-5%	2%	7%	-5%
O=C(Nc1cc(C(F)(F)F)ccc1N1CCOCC1)c1ccco1	1.6%	-1%	8%	12%	-3%
O=C(NNc1ccccc1[N+](=O)[O-])Nc1ccc(F)cc1F	i	5%	-2%	5%	-9%
COc1ccccc1N(CC(=O)NC1CCCC1)C(=O)CNC(=O)c1cccs1	i	-4%	-4%	3%	3%
N=c1n(Cc2ccccc2)c2ccccc2n1Cc1ccccc1	i	5%	4%	21%	44%
The listing continues.
SMILES	VEEV TC-83 Vero	H1N1 NS1A inhibition	M. tuberculosis HTS	PhoP GFP inhibition	tuberculosis growth	others
C=CCn1c(SCC(=O)c2ccc(OC)cc2)nnc1-c1ccc2c(c1)OCO2	1.4%	-13%	13%	9%	73%
O=C(Nc1cccc(C(=O)O)c1)/C(=C\c1ccc2c(c1)OCO2)NC(=O)c1ccco1	1.3%	-5%	-2%	5%	2%
O=C(Nc1ccc(Cl)cc1)Nc1ccc(Oc2cccnc2)nc1	1.6%	1%	-7%	-6%	31%
CC1CC(C)CN(S(=O)(=O)c2ccc3c(c2)CC(C)N3C(=O)C2CCC2)C1 (configuration not stated)	i	2%	-2%	-13%	21%
Cc1ncc([N+](=O)[O-])n1CC(=O)Nc1ccc(F)c(Cl)c1	0.2%	-4%	-2%	1%	5%
CCn1c(SCC(=O)OC)nc2sc3c(c2c1=O)CC(C)(C)OC3	i	-3%	31%	-10%	67%
CCn1cc([N+](=O)[O-])c(C(=O)Nc2nc(-c3ccc(C)c(C)c3)c(C)s2)n1	3.3%	15%	-1%	-4%	0%
COCCCn1c2nc3ccccc3nc2c2c(=O)n(-c3ccccc3OC)c(C)nc21	nt	nt	2%	9%	4%
COc1ccc(N2C(=O)[C@@H]3C(c4cccnc4)=NO[C@@H]3C2=O)cc1	1.0%	nt	0%	16%	-9%
COc1cc(C(=O)NCCc2ncccc2C)ccc1OC1CCN(C(C)=O)CC1	2.0%	-2%	4%	9%	-10%
COc1ccc(-n2c(SCC(=O)Nc3nccs3)nc3c(c2=O)SCC3)cc1	1.6%	1%	1%	-7%	nt
COc1ccccc1N1CCN(C(=S)Nc2cccc(C)c2)CC1	i	1%	-1%	-3%	-24%
O=C(c1cccc(Cl)c1)N1CCC(=O)N(C(CO)Cc2ccccc2)CC1 (configuration not stated)	i	-13%	6%	-3%	-8%
COc1ccc(N2C(=O)CCC(C(=O)N(C)C3CCCCC3)C2c2ccc(OC)c(OC)c2)cc1 (configuration not stated)	nt	nt	-7%	1%	-6%
CCOC(=O)C(=O)NNc1ccc(F)cc1	0.6%	nt	?	5%	61%
Cc1ccc(C(=O)NC(=S)N2CCN(C)CC2)cc1Br	0.5%	-10%	nt	nt	nt
COc1ccc(-c2ccnc(-c3ccncc3)n2)cc1	2.3%	-20%	?	9%	35%
Nc1ccc(S(=O)C(F)(F)F)cc1 (configuration not stated)	i	-17%	-6%	0%	-7%
COC(=O)c1ccc(CNC(=O)COC(=O)c2cc(Cl)nc(Cl)c2)cc1	0.0%	-2%	5%	6%	43%
O=S(=O)(c1cccc(C(F)(F)F)c1)N1CCC(c2cc(-c3cccc4ccccc34)n[nH]2)CC1	5.7%	5%	-7%	-7%	3%
Cc1ccccc1NC(=O)NCCCN1CCCC1=O	1.3%	0%	-28%	-10%	-20%
C/C(=N/NC(=O)c1cc(-c2ccc(Cl)s2)[nH]n1)c1ccco1	1.5%	nt	?	0%	40%
CCNc1nc(NC(N)=S)nc(NC(C)(C)C)n1	5.5%	-5%	-2%	-4%	-6%
O=c1ccccn1CCOc1ccccc1Cl	8.6%	-1%	-3%	-2%	-13%
COc1ccc2c(c1)C(=O)N(c1ccccc1OC)C(=O)C2	1.2%	-3%	3%	-3%	19%
New compounds follow
SMILES	VEEV TC-83 Vero	H1N1 NS1A inhibition	M. tuberculosis HTS	PhoP GFP inhibition	tuberculosis growth	others
CC(C)N(CCc1ccncc1)C(=S)Nc1cccc(Cl)c1	1.3%	-11%	-10%	-4%	6%
COC(=O)COc1ccc(S(=O)(=O)Nc2ccc(NC(C)=O)cc2)cc1	1.7%	-6%	4%	-8%	-10%
Clc1ccccc1Cn1nnc2c(N3CCOCC3)nc(C3CC3)nc21	i	-21%	-2%	-6%	-2%
COc1ccc(C=O)cc1Cn1c(=O)n(CCC(=O)NCc2ccco2)c(=O)c2sccc21	0.1%	2%	-3%	0%	-7%
CN1C(=O)[C@H]2[C@@H](/C=C/c3ccccc3)N3C(=O)CN(CC4CC4)C(=O)[C@@]3(C)[C@H]2C1=O	0.5%	16%	-1%	7%	19%
NC(=O)C1CCN(C(=O)C2(NC(=O)Nc3cccc(F)c3)CCCCC2)CC1	i	-6%	-9%	5%	-14%
Cc1cc(-c2nnc(SCC(=O)Nc3nc(-c4ccc(Cl)cc4)cs3)o2)no1	1.3%	-5%	2%	4%	16%
O=C(Nc1cccc([N+](=O)[O-])c1)c1ccccc1	i	-3%	3%	-8%	27%
CCOc1ccc(N2CC(C(=O)NCCCc3ccccc3)CC2=O)cc1 (configuration not stated)	1.7%	-14%	-6%	nt	24%
CC(=O)Nc1ccc(S(=O)(=O)Nc2c(C)n(C)n(-c3ccccc3)c2=O)cc1	3.5%	-6%	-8%	0%	2%
COc1cccc(C(=O)Cn2c(N3CCCCC3)nc3c2c(=O)n(C)c(=O)n3C)c1	0.4%	24%	0%	0%	3%
O=C(CCSc1ccc(Cl)c(Cl)c1)NC12CC3CC(CC(C3)C1)C2	i	-9%	41%	8%	64%
C=CCNC(=O)CC(=O)N/N=C/c1cccc(C)c1	i	-4%	-1%	16%	-5%
Cc1cc(C)cc(NC(=O)c2ccc(CSc3nnnn3C)cc2)c1	7.2%	3%	39%	7%	34%
Cc1nnc(SCC(=O)N(C)Cc2ccccc2)[nH]c1=O	0.1%	11%	-1%	-1%	nt
O=S(=O)(Nc1c(O)ccc2ccccc12)c1cccc2ccccc12	5.2%	5%	1%	-17%	19%
O=C1CSCN1c1ccc(Cl)c(Cl)c1	0.5%	-1%	3%	-2%	19%
O=C(O)CCc1ccc(S(=O)(=O)NCCc2ccccc2)cc1	i	-3%	0%	-8%	-11%
COc1cccc2c(Cl)c(CC=C(Cl)Cl)c(C)nc12	1.0%	9%	2%	1%	30%
Fc1ccccc1C1CCN(Cc2nc(COc3ccccc3)no2)C1 (configuration not stated)	2.2%	5%	4%	-1%	41%
CN(CC(=O)Nc1cccc(F)c1)C(=O)CN1C(=O)C2CCCCC2C1=O (configuration not stated)	4.3%	-14%	-5%	nt	-13%
Cc1ccc(S(=O)(=O)NCC(=O)NNC(=O)c2ccccc2Cl)cc1C	i	-15%	-4%	nt	0%
O=C(Cn1nnc(-c2ccccc2)n1)Nc1cccc(S(=O)(=O)N2CCCC2)c1	8.2%	-3%	6%	3%	-4%
COc1ccc(-c2cnc(N)n2C)cc1	0.4%	-1%	-6%	-3%	4%
Cc1nn2c(c1-c1ccccc1)N=C(c1ccco1)CC2c1ccccc1 (configuration not stated)	5.0%	7%	-1%	-1%	26%
More records
SMILES	VEEV TC-83 Vero	H1N1 NS1A inhibition	M. tuberculosis HTS	PhoP GFP inhibition	tuberculosis growth	others
O=C(Nc1cccn2ncnc12)c1cccc(C(F)(F)F)c1	1.6%	4%	-3%	5%	12%
CC(C)(C)n1nnnc1C(c1ccncc1)N1CCCCCC1 (configuration not stated)	1.4%	-11%	0%	-6%	-10%
COc1ccc(C)cc1-n1c(-c2ccncc2)n[nH]c1=S	2.2%	-6%	-2%	-8%	4%
Cc1c(C(=O)NC2CCCCC2)sc2ncnc(N3CCN(c4ccccc4)CC3)c12	3.0%	-9%	3%	9%	1%
Cc1nnc(-c2cnn(-c3ccccc3)c2N)n1Cc1ccc(F)cc1	0.7%	-6%	-4%	6%	40%
Cn1nnnc1SCc1nc2ccccc2s1	0.0%	3%	-3%	6%	3%
CCS(=O)(=O)Nc1cccc(C2=NN(S(C)(=O)=O)C(c3cccs3)C2)c1 (configuration not stated)	1.6%	6%	6%	1%	9%
Cc1ccc(NC(=O)C2C(c3ccccc3)C=CC(c3ccccc3)C2C(=O)O)cc1 (configuration not stated)	2.2%	-14%	0%	7%	38%
O=C(/C(=C/O)N=Nc1ccc(Cl)cc1)c1ccncc1	1.3%	-2%	?	12%	?
CCCC(NC(=S)NCC1CCCO1)C12CC3CC(CC(C3)C1)C2 (configuration not stated)	i	-6%	8%	5%	?
Cc1cc(C)n(C(=O)Cn2nc([N+](=O)[O-])cc2C)n1	1.0%	6%	5%	-6%	-8%
CCOC(=O)C1=C(N)n2c(s/c(=C/c3ccccc3)c2=O)=C(C(=O)OCC)C1c1ccccc1 (configuration not stated)	nt	nt	-2%	1%	6%
Cc1ccc(C(=O)NC2CCS(=O)(=O)C2)cc1S(=O)(=O)N1CCCCC1 (configuration not stated)	2.2%	-5%	-12%	10%	2%
Cc1ccc(C2(C)NC(=O)N(CC(=O)NC3CCCCC3)C2=O)cc1 (configuration not stated)	3.4%	-2%	nt	nt	nt
